BAP1 inh – human BAP1 deubiquitinase inhibition; Q92560; recombinant BAP1, Ub-AMC hydrolysis fluorescence kinetic; active compounds read low; activity remaining (% of control), % at 20 µM; hit rate 0.48% among 72,000;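 active means activity remaining at or below 50% of control, provided the compound also passes the data quality filters; inactive means the rest, including low values that fail the filters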;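 further: 100% = DMSO wells rate and 0% = substrate alone blank rate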
Target sequence (Q92560 whole entry, looked up): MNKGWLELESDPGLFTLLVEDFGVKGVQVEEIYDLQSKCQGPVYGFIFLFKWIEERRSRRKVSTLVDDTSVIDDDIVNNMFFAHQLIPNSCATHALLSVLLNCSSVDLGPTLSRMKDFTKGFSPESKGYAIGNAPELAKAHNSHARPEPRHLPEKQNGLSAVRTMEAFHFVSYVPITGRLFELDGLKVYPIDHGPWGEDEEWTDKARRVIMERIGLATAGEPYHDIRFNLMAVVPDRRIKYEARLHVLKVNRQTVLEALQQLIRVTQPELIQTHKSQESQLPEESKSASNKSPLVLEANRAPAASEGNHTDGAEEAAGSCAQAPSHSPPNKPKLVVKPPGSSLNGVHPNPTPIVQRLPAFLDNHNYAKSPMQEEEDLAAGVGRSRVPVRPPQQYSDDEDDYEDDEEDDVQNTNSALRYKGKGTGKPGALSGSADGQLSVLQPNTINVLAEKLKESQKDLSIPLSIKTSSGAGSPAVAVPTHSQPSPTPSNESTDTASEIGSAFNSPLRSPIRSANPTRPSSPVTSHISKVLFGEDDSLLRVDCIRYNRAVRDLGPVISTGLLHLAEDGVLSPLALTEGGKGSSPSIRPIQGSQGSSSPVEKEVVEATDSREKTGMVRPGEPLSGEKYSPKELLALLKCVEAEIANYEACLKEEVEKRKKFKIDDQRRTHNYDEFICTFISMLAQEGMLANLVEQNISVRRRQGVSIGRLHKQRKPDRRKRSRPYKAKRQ
HePTP inhibitor – inhibitors of human HePTP phosphatase. P35236. recombinant HePTP phosphatase activity, OD absorbance. inhibition, % at 20 µM. hit rate 0.64% among 110,000; in the data active means inhibition above about 50%;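 further: plate controls were vehicle for no effect and reference inhibitor for full effect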
Target sequence (P35236 whole entry, looked up): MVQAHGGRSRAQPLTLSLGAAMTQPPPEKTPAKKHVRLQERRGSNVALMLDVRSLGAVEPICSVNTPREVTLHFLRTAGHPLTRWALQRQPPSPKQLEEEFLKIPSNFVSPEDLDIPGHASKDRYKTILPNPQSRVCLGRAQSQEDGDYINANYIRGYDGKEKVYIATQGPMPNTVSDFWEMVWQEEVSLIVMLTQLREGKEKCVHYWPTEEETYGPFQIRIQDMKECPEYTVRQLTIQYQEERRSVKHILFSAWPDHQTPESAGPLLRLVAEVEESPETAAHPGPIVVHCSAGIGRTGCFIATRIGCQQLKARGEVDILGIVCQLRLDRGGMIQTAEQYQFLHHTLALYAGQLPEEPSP
Active calls of the source: *; nt = not tested or not shown; & = joins results of further samples.

no.	smiles	HePTP inhibitor	BAP1 inh
1	COC(=O)CN1C(c2cc(OC)c(OC)c(OC)c2)Nc2ccc(C)cc2C1c1ccccc1 (stereo not given)	-1	nt
2	COc1cccc(CN2CCN(C3CCCCCC3)CC2)c1OC	-18	nt
3	CCCc1cc(=O)[nH]c(/N=C(/NC(=O)C(C)N2C(=O)c3ccccc3C2=O)Nc2ccccc2)n1 (stereo not given)	5	75
4	Cn1c(CCN2CCOCC2)nc2cc(NC(=O)COc3ccc(Cl)cc3)ccc21	11	102
5	CCOC(=O)c1c(NC(=O)C(CC)Sc2nc(C)cc(C)n2)sc2c1CCCC2 (stereo not given)	-17	nt
6	CCOC(=O)C1=C(C)NC(C)=C(C(=O)OCC)C1C(=O)OCC(=O)N1CCc2ccccc21	8	56
7	COc1ccc(C(=O)Nc2ccc(S(=O)(=O)N3CCCCC3C)cc2)c(OC)c1OC (stereo not given)	-3	85&179
8	COc1cc(OC)c(OC)cc1/C=N/NC(=O)CSc1nc2ccccc2[nH]1	4	nt
9	COc1ccc(C=C2C(=O)NC(=O)N(c3cccc(OC)c3)C2=O)cc1	-4	nt
10	O=C(Nc1ccc(F)cc1F)c1ccc(COc2c(F)c(F)cc(F)c2F)o1	7	106
11	Cc1ccc2cccc(S(=O)(=O)n3nc(C)cc3C)c2n1	5	62
12	O=C(NCCN1CCOCC1)c1ccc(CS(=O)(=O)c2ccc(Br)cc2)o1	-6	90
13	COc1cc(C(=O)Nc2c(C)cc(C)c(NC(=O)c3cc(OC)c(OC)c(OC)c3)c2C)cc(OC)c1OC	-2	nt
14	COc1cccc(NC(=O)/C(=C\c2cccc(Br)c2)NC(=O)c2ccccc2)c1	-15	nt
15	CCOc1ccc(N2C(=O)C(N3C(=O)c4ccccc4C3=O)C2c2cc(OC)c(OC)c(OC)c2)cc1 (stereo not given)	nt	104
16	O=C(CSc1nc2sc3c(c2c(=O)[nH]1)CCCC3)N1CCCCC1	3	56
17	CCN(CC(=O)Nc1ccc2c(c1)OCCO2)Cc1cc(=O)oc2cc(C)c(C)cc12	10	75
18	CN(C)c1ccc(/C=[N+](\[O-])C(C)(C)/C=N/O)cc1	4	108
19	C#CC(O)(c1ccccc1)c1ccc(OC)cc1 (stereo not given)	nt	52
20	Cn1c(SCC(N)=O)nc2c1c(=O)[nH]c(=O)n2C	nt	87
21	CN(Cc1nc(-c2cccnc2)no1)S(=O)(=O)c1ccccc1	-5	83
22	O=C(NCc1ccco1)/C(=C/c1cccnc1)NC(=O)c1cccc(Br)c1	10	nt
23	CC12CCCCN1CCCc1c2[nH]c2ccccc12 (stereo not given)	2	116
24	Cc1nn2cc(-c3ccccc3)nc2s1	-4	nt
25	CC12CCC(C(=O)O)(c3nc(C#N)c(C#N)nc31)C2(C)C (stereo not given)	16	104
26	Cc1ccc2c(CC(=O)Nc3nc(C)cs3)coc2c1	-7	nt
27	O=C(Cn1ccc2ccccc2c1=O)N1CCN(Cc2ccc3c(c2)OCO3)CC1	5	101
28	CCC(C)c1ccc(NC(=O)c2ccc(Br)o2)c(O)c1 (stereo not given)	5	nt
29	CCCCOc1ccc(NC(=O)C2CC(=O)N(c3ccccc3)C2)cc1 (stereo not given)	-3	nt
30	COc1cccc(NC(=O)CSc2nccn2-c2cccc(OC)c2)c1	6	87
31	O=C(CSCc1ccc(Br)cc1)N/N=C/c1ccc(Sc2ccccn2)o1	-5	nt
32	CCOC(=O)c1[nH]c2ccc(OC)cc2c1NC(=O)CCN1CCC(C)CC1	-1	105
33	CC1(C)CC2CC(C)(CN2C(=O)c2cc3nc(-c4cccs4)cc(C(F)(F)F)n3n2)C1 (stereo not given)	nt	50
34	Cc1ccc(C)c(OCCOCCOc2ncnc3ccccc23)c1	3	nt
35	O=C(O)CSCSCC(=O)O	nt	77
36	Cc1nnc(SCCC#N)n(CCC#N)c1=O	-1	60
37	O=C(NCc1cccnc1)c1ccc(=O)oc1	5	57
38	O=C1NC(=O)C(c2cn(-c3ccccc3)nc2-c2ccc(F)cc2)N1 (stereo not given)	7	84
39	COc1ccc(NC(=O)NCCOc2cc(C)ccc2C(C)C)cc1OC	1	nt
40	Cc1ccc(Cn2c(=O)c3c(nc4n3CCCN4Cc3ccccc3)n(C)c2=O)cc1	6	73
41	COc1ccc(-n2nc3c(c2NC(=O)C2CC2)CS(=O)C3)cc1 (stereo not given)	-19	102
42	CCOc1ccc2oc(-c3ccccc3)c(C(=O)N3CCN(CCO)CC3)c2c1	2	nt
43	Cc1cccc(-c2noc(CN(C(=O)CCc3ccccc3)C(C)C)n2)c1	6	115
44	CN(C)c1ccc(/C=N/NC(=O)c2ccc(CN3CCOCC3)cc2)cc1Br	-18	nt
45	CN(C)c1nc(Nc2nc3ccccc3[nH]2)nc(N(C)C)n1	9	nt
46	CC1OC(Nc2cccc3ccccc23)C(O)C(O)C1O (stereo not given)	-4	89
47	CS(=O)(=O)N1CCC(c2noc(-c3ccc(C(F)(F)F)cc3)n2)CC1	0	119
48	CC1SC(c2ccc(OCc3ccccc3)cc2)NC1=O (stereo not given)	8	nt
49	CCC(COC(C)=O)NC1=C(Cl)C(=O)c2ccccc2C1=O (stereo not given)	7	nt
50	CCCS(=O)(=O)NCc1ccc2c(c1)cc(C)n2C	nt	120
51	Cc1c(OCc2c(F)cccc2Cl)ccc2c3c(c(=O)oc12)CCC3	8	nt
52	CC1CCN(S(=O)(=O)c2ccc(N)cc2)CC1	5	nt
53	O=C(NCCc1cn2ccsc2n1)c1cccs1	6	106
54	COC(=O)C1=C(C)N(Cc2ccc(OC)cc2)C(=O)/C1=C\c1ccc([N+](=O)[O-])cc1	9	nt
55	N#Cc1cc(C#N)c(SCC(=O)c2ccccc2)nc1N	-5	nt
56	COc1cccc(Oc2cn[nH]c2-c2ccc(OC)cc2O)c1	0	81

Following part.
no.	smiles	HePTP inhibitor	BAP1 inh
57	COc1cccc(OC)c1C(=O)NNC(=O)c1ccc(Cl)cc1	5	nt
58	CS(=O)(=O)N(Cc1ccc(Cl)cc1)c1ccc(C(=O)Nc2ccc(Cl)cc2)cc1	-20	nt
59	Cc1nccn1S(=O)(=O)c1ccc2ccccc2c1	-11	nt
60	CCCn1c(=O)c(Cc2ccccc2)c(O)c2ccccc21	3	nt
61	CCc1cc2c(=O)c(-c3nc4ccccc4s3)coc2c(CN(C)C)c1O	7	nt
62	COc1ccc(/C=C(/NC(=O)c2ccco2)C(=O)Nc2ccc(C(C)=O)cc2)cc1	-7	nt
63	O=C(O)[C@@H]1CCCN1c1ncnc2sc3c(c12)CCC3	2	95
64	COC(=O)c1c(C)oc2ccc(OCc3ccccc3Br)cc12	-12	nt
65	Cc1c(/C(O)=C2\C(=O)C(=O)N(CCN(C)C)C2c2cccnc2)cnn1-c1ccccc1 (stereo not given)	2	71
66	O=C(N1CCN(Cc2ccccc2)CC1)C(Cl)(Cl)Cl	1	nt
67	CC(=O)NCCN=Cc1cc2n(c1O)-c1ccccc1C2=O	3	nt
68	C=C(C)COc1ccc(-c2nc(N)ncc2Oc2ccccc2OCC)c(O)c1	9	61
69	O=C(CCSc1ccc(Cl)cc1)N1CCN(c2ncccn2)CC1	5	102
70	O=S(=O)(c1cc(Cl)ccc1Cl)N1CCN(Cc2ccc3c(c2)OCO3)CC1	5	81
71	CS(=O)(=O)N1CCCC(C(=O)NC2CCCCCCC2)C1 (stereo not given)	-7	118
72	CCN(CC)COc1ccc2occ(C(=O)c3cc(OC)ccc3OC)c2c1	-2	nt
73	COc1cc2[nH]c(=O)n(CCC(=O)NC3CCN(Cc4ccccc4)CC3)c(=O)c2cc1OC	8	nt
74	CCOC(=O)CSc1cc(=O)n(C)c2cc(Cl)ccc12	-3	89
75	COC(=O)c1ccc(N2C(=O)c3ccc(C(=O)c4ccc5c(c4)C(=O)N(c4ccc(C(=O)OC)cc4)C5=O)cc3C2=O)cc1	0	nt
76	CC(C)(C)c1ccccc1OCCCCCCN1CCOCC1	3	nt
77	COCC(C)n1c(C)cc(C(=O)Cn2c(=O)oc3ccccc32)c1C (stereo not given)	4	112
78	O=C1CSC(=S)N1/N=C/c1ccccc1OS(=O)(=O)c1ccccc1	-2	nt
79	CSc1nc(-c2ccccc2)ccc1C(N)=O	11	169
80	Cc1c(C(=O)N2CCCCC2)sc(N)c1C#N	7	99
81	CC(=O)c1c(C)oc2c(Cl)cc(NS(=O)(=O)c3ccc4ccccc4c3)cc12	nt	97
82	CCONC(=Nc1ccccc1OC)c1nonc1N	-7	nt
83	Cc1cc(=O)oc2cc(OCC3CC(c4ccc(N(C)C)cc4)=NO3)ccc12 (stereo not given)	2	117
84	O=C(Nc1ccc(OCc2ccccc2)cc1)C(c1ccccc1)c1ccccc1	-4	nt
85	Cc1ccc(NC(=O)CN(c2cc(Cl)cc(Cl)c2)S(C)(=O)=O)cc1	1	nt
86	CCc1nnc(N/N=C/c2c(Cl)cccc2Cl)n1N	-2	nt
87	CCCC(=O)C1=C(c2ccccc2)C(C#N)(C#N)C(C#N)=C1N	3	89
88	O=C(COC(=O)c1ccccn1)Nc1c(Cl)cccc1Cl	2	99

4 compounds already listed, sorted by their value in BAP1 inh, rising:
no.	smiles	HePTP inhibitor	BAP1 inh
87	CCCC(=O)C1=C(c2ccccc2)C(C#N)(C#N)C(C#N)=C1N	3	89
81	CC(=O)c1c(C)oc2c(Cl)cc(NS(=O)(=O)c3ccc4ccccc4c3)cc12	nt	97
88	O=C(COC(=O)c1ccccn1)Nc1c(Cl)cccc1Cl	2	99
83	Cc1cc(=O)oc2cc(OCC3CC(c4ccc(N(C)C)cc4)=NO3)ccc12 (stereo not given)	2	117

Molecules above that contain an NH in an aromatic ring:
no.	smiles	HePTP inhibitor	BAP1 inh
3	CCCc1cc(=O)[nH]c(/N=C(/NC(=O)C(C)N2C(=O)c3ccccc3C2=O)Nc2ccccc2)n1 (stereo not given)	5	75
8	COc1cc(OC)c(OC)cc1/C=N/NC(=O)CSc1nc2ccccc2[nH]1	4	nt
16	O=C(CSc1nc2sc3c(c2c(=O)[nH]1)CCCC3)N1CCCCC1	3	56
20	Cn1c(SCC(N)=O)nc2c1c(=O)[nH]c(=O)n2C	nt	87
23	CC12CCCCN1CCCc1c2[nH]c2ccccc12 (stereo not given)	2	116
32	CCOC(=O)c1[nH]c2ccc(OC)cc2c1NC(=O)CCN1CCC(C)CC1	-1	105
45	CN(C)c1nc(Nc2nc3ccccc3[nH]2)nc(N(C)C)n1	9	nt
56	COc1cccc(Oc2cn[nH]c2-c2ccc(OC)cc2O)c1	0	81
73	COc1cc2[nH]c(=O)n(CCC(=O)NC3CCN(Cc4ccccc4)CC3)c(=O)c2cc1OC	8	nt

Remaining list, next part
no.	smiles	HePTP inhibitor	BAP1 inh
89	CCOC(=O)c1c(C)[nH]c(C)c1C(=O)Cn1nnc(-c2ccccc2C)n1	9	87
90	O=C(CN1C(=O)c2cccc([N+](=O)[O-])c2C1=O)Nc1ccc(Br)cc1	nt	76
91	Cc1ccc(O)c(-c2cc(-c3ccc(C(F)(F)F)cc3)n[nH]2)c1	-17	nt
92	COc1nnc(-c2ccc(C)cc2)c2ccccc12	5	nt
93	O=C(NC(NC(=O)c1ccco1)c1ccc(F)cc1)c1ccco1	-17	nt
94	O=C(CCNS(=O)(=O)c1ccc(Br)s1)N1CCCCC1	-6	109
95	COc1ccc(N2CCN(C(=O)CSc3ncccc3-c3nc4ccccc4[nH]3)CC2)cc1	7	82
96	c1ccc(-c2noc(-c3cccnc3)n2)cc1	12	nt
97	Cc1ccc(/C(O)=C2/C(=O)C(=O)N(Cc3cccnc3)C2c2ccccn2)cc1 (stereo not given)	0	72
98	Cc1cc(-n2c(C)cc(C=O)c2C)ccc1Br	7	nt
99	Nc1nc(SCCOc2ccccc2)n[nH]1	-1	90
100	CC(=O)NCCc1ccc(S(=O)(=O)N2CCCC2)cc1	7	94
101	Cc1nnc(SCC(=O)N2CCN(S(=O)(=O)c3ccc(Cl)cc3)CC2)n(N)c1=O	6	105
102	Oc1cccc(/C=N/Nc2nncc(-c3ccccc3)n2)c1	9	nt
103	O=C1C2C3CCCC3=C3CCCC3C2C(=O)N1c1ccc(Cl)cc1 (stereo not given)	6	nt
104	CCOC(=O)N1CCN(S(=O)(=O)c2ccc(OC)c3ccccc23)CC1	1	102
105	Cn1c(=O)[nH]c(=O)c2c1nc(CN1CCN(c3ccc(F)cc3)CC1)n2CCc1ccccc1	nt	98
106	CC1=C(C(=O)Nc2ccc(Br)cc2)C(c2ccccc2)NC(=S)N1 (stereo not given)	3	nt
107	COc1ccc(C[n+]2cccc(C(=O)Nc3c(C)cccc3C)c2)cc1OC	5	nt
108	CC(=O)NN1C(=O)c2ccc(Oc3cccc([N+](=O)[O-])c3)cc2C1=O	6	nt
109	CCOC(=O)c1ccc(NC(=O)CSc2nc(C)nc3c2c(=O)n(C)c(=O)n3C)cc1	4	86
110	CCOC(=O)Cc1c(C)c2c(O)cc(O)cc2oc1=O	12	nt
111	COc1ccccc1C(=O)Nc1ccc2c(c1)OCO2	0&10	nt
112	CC(=O)Oc1cccc(C(=O)Nc2cc(C)on2)c1	-6	nt
113	CC1(C(=O)CSc2ncn[nH]2)CCC(=O)O1 (stereo not given)	-3	96
114	Cn1c(O)c(C=NCC2CCN(C(=S)Nc3ccccc3)CC2)c(=O)n(C)c1=O	1	nt
115	COC(=O)CSc1nc2ccc(NC(=O)CSc3nnnn3Cc3ccccc3)cc2s1	1	41*
116	CC(=O)NC(c1ccccc1)c1c(OC(=O)c2ccccc2)ccc2ccccc12 (stereo not given)	-10	nt
117	COc1ccccc1NC(=O)Cc1noc(CN(C)Cc2cccs2)n1	6	91
118	CC(=O)Nc1ccc(S(=O)(=O)n2nc(C)cc2C)cc1	-4	99
119	CCOC(=O)c1c(C)[nH]c(C(=O)COC(=O)c2ccc(F)c(S(=O)(=O)N3CCOCC3)c2)c1C	6	60
120	CCOC(=O)N1CCC(NC(=O)CCC(=O)N2CCOc3ccc(C)cc32)CC1	-6	84
121	Cn1c(=O)cc(OCCCC(=O)NCCN2CCN(c3ccccc3F)CC2)c2ccccc21	-1	86

Bioassay records: PubChem, several laboratories
